Compound activity deposited in PubChem by Sanford-Burnham Center for Chemical Genomics.
UBC13 inh – inhibitors of human UBC13 polyubiquitin chain formation; P61088; 330,000 compounds, 0.47% hits; TR-FRET; inhibition, % at 20 µM; in the data active means inhibition above about 45%, passing the limit was not always enough
Target sequence (P61088 whole entry, looked up): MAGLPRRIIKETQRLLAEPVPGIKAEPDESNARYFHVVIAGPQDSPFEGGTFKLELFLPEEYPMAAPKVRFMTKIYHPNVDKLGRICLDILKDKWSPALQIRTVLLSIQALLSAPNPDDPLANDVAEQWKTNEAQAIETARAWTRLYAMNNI
APJ antagonist – APJ receptor antagonism; P35414; CHO-K1 APJ beta-arrestin complementation, luminescence; inhibition, % at 20 µM; 330,000 compounds, 0.32% hits;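 active means inhibition above about 40% at 20 µM, limit read from the data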;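 further: cells challenged with 10 nM apelin-13 agonist together with compound; plate controls were apelin-13 plus DMSO wells for no effect and DMSO wells lacking apelin-13 for full effect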
ATG4B inhibitor – ATG4B (human) cysteine protease inhibition; inhibition, % at 8.33 µM; 340,000 compounds, 0.51% hits; Q9Y4P1; ATG4B cleavage of LC3-PLA2, NBD-HPC fluorescence, 1 h; AID 504462; in the data active means inhibition above about 40%
Target sequence (Q9Y4P1 whole entry, looked up): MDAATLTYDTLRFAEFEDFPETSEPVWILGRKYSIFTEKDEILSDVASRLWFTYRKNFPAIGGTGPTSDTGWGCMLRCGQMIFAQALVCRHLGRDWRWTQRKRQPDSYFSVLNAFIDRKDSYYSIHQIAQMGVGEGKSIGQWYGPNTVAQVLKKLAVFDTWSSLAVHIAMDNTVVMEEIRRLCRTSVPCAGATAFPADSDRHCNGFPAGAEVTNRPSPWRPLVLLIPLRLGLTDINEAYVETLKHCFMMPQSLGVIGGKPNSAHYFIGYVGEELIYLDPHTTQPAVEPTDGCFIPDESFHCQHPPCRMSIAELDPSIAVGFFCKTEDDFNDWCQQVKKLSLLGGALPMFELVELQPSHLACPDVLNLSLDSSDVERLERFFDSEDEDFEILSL
APJ ag – agonists of human APJ apelin receptor; CHO-K1 APJ PathHunter beta-arrestin, luminescence; 0% DMSO wells, 100% apelin; activation, % at 20 µM; 330,000 compounds, 0.11% hits;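 active means activation more than six SD over the plate average, tested at 20 µM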;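 further: 0% = DMSO alone and 100% = apelin-13 at 10 nM; some results filed as inactive read as strong as hits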
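Test system – PathHunter CHO-K1 APJ (AGTRL-1) beta-arrestin reporter cells · Input – 1000 cells/well · Compound – single test compound dose, 20 µM final, 1% DMSO · Times – compound stimulation 90 min at 25 °C, detection 60 min · Technique – beta-gal luminescence · Read-out basis – APJ–arrestin association signal · Control set – negative DMSO alone, positive Apelin-13 at 10 nM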
EBI2 block – blocks human EBI2 receptor beta-arrestin signaling; AID 651636; EBI2 beta-arrestin recruitment, luminescence, 7a,25-OHC stimulated; P32249; inhibition, % at 5 µM; 360,000 compounds, 0.81% hits; in the data active means inhibition above about 38%;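 further: enzyme fragment complementation signal reports receptor beta-arrestin coupling in cells; 0% = agonist plus DMSO wells and 100% = wells without agonist; some results beyond the cut were filed as inactive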
Target sequence (P32249 whole entry, looked up, the tested form may be a part): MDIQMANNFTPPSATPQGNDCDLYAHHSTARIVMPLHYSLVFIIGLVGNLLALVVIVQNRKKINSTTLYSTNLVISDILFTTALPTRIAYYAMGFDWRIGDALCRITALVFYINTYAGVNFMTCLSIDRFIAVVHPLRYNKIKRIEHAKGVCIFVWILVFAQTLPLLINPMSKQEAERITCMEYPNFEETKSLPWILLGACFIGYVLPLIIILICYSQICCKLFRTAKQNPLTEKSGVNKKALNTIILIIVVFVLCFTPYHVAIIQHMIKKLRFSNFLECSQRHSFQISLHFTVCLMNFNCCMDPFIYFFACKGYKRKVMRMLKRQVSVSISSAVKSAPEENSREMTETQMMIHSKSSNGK
CCR6 antagonist – blocks CCL20-driven beta-arrestin recruitment at human CCR6 | 340,000 compounds, 0.49% hits | inhibition, % at 20 µM | CHO-K1 CCR6 PathHunter beta-arrestin, luminescence, CCL20-stimulated | P51684;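 active means compounds whose inhibition of the agonist-driven luminescence signal at 20 µM reaches about 50%, limit read from the data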;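 further: cells stimulated with CCL20 at 14 nM final; plate controls were DMSO with CCL20 for no effect and DMSO without agonist for full effect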
CXCR6 inh – inhibitors of human CXCR6 receptor; O00574; CHO-K1 PathHunter CXCR6 beta-arrestin, luminescence; inhibition, % at 20 µM; 360,000 compounds, 0.36% hits; AID 602244; in the data active means inhibition above about 34%, passing the limit was not always enough;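 further: antagonist mode with CXCL16 agonist at 10 nM final; 0% = 10 nM CXCL16 with DMSO and 100% = unstimulated wells without agonist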
Gli-Sufu block – blocks Gli-Sufu signaling in a luciferase reporter; Sufu-KO-LIGHT fibroblasts, Gli luciferase reporter luminescence; inhibition, % at 5 µM; 340,000 compounds, 0.74% hits; AID 588413;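 active means inhibition above about 55%, limit read from the data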;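 further: 0% = DMSO-treated cells and 100% = wells with medium but no cells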
* = called active by the depositor; . = no result given.

The line under a structure holds: UBC13 inh | APJ antagonist | ATG4B inhibitor | APJ ag | EBI2 block | CCR6 antagonist | CXCR6 inh | Gli-Sufu block
COc1cc(=O)[nH]c(SC(C)C(=O)Nc2cc(C)on2)n1 (centres undefined)
    -5 | -11 | -4 | 1 | -5 | 5 | 5 | 13
CCn1nc(C(=O)NNC(=O)C2CSC3(C)CCC(=O)N23)c2ccccc2c1=O (centres undefined)
    7 | 3 | -6 | -4 | -3 | -2 | -1 | -9
O=C(COC(=O)C1CCN(S(=O)(=O)c2ccc3c(c2)OCCO3)CC1)Nc1cc(C(F)(F)F)ccc1Cl
    -13 | 3 | -9 | -4 | -2 | -31 | -9 | -7
CCN1CCN(C(=O)CCc2nnc(CCc3ccc(OC)cc3)o2)[C@@H](C)C1=O
    -3 | 21 | 0 | -7 | -6 | 6 | 4 | -1
COc1ccc(C(=O)Nc2ccc(NC(=O)c3cccs3)cc2)cc1Cl
    -13 | 8 | 6 | 0 | 4 | 0 | 8 | 6
CCOCCn1c(CN2CCOCC2)nc2c1c(=O)[nH]c(=O)n2C
    -5 | 2 | 4 | 2 | -3 | 1 | 8 | 7
C=CC(COCc1ccccc1)N(Cc1ccc(OC)cc1)S(=O)(=O)c1ccccc1Br (centres undefined)
    7 | 27 | -6 | 1 | 30 | 17 | 3 | 2
C=CCNC(=O)c1ccc2nccnc2c1
    -2 | 8 | -9 | 0 | -2 | -1 | -5 | -6
CCCCn1c(SCC(=O)Nc2cccc(OC)c2)nc2ccc(N3CCOCC3)cc2c1=O
    25 | -10 | -2 | 3 | 1 | 16 | -1 | 12
O=C(Nc1ccc(Cl)cc1)c1ccc(OCC2CCCO2)cc1 (centres undefined)
    1 | 12 | -6 | 1 | 33 | 10 | -10 | -81
O=C(C1=NN[C@@H]2C(=O)N(c3cccc(F)c3)C(=O)[C@H]12)c1ccc2ccccc2n1
    -4 | 21 | -8 | -7 | -2 | 16 | -4 | 2
CCN1C(=O)C(CC(=O)Nc2ccc(F)cc2)N(Cc2ccc3c(c2)OCO3)C1=S (centres undefined)
    1 | -27 | 1 | 0 | -8 | -1 | -4 | 6
O=C(Nc1ccccc1C(F)(F)F)c1cc2ccccc2o1
    6 | 6 | 9 | -5 | -3 | 10 | -6 | -94
Cc1ccc(NC(=O)Nc2ccc(F)c(Cl)c2)cc1
    -2 | 1 | 30 | 1 | 20 | -2 | 1 | -91
COc1ccc(S(=O)(=O)N2CCCN(S(=O)(=O)c3ccc(OC)c(C)c3)CC2)cc1C
    -4 | -12 | -6 | 0 | 14 | 17 | 4 | 2
O=C(O)c1cccc(S(=O)(=O)Nc2cccc(S(=O)(=O)Nc3ccc(Br)cc3)c2)c1
    -6 | 26 | -5 | -4 | 2 | 2 | -7 | -2
COc1ccc(OC)c(-n2c(=S)[nH]c3cc(C(=O)N4CCN(c5ccccc5)CC4)ccc3c2=O)c1
    9 | 13 | -9 | -7 | -5 | 4 | 18 | -2
COc1ccc(C2C(C#N)=C(N)N(c3ccccc3)C3=C2C(=O)CCC3)cc1Cn1cc([N+](=O)[O-])cn1 (centres undefined)
    8 | -4 | -12 | 7 | 9 | 1 | 16 | 11
Cc1ccc(S(=O)(=O)CCC(=O)Nc2nc(C(C)(C)C)cs2)cc1
    -2 | -6 | -8 | 2 | -2 | 15 | -9 | 16
COc1ccc(C(C(=O)NC(C)(C)C)N(C(=O)CCC(=O)Nc2cc(C)on2)c2cccc(C)c2C)cc1 (centres undefined)
    -10 | 1 | 0 | -2 | 9 | -6 | 11 | -3
CCCSc1nnc(CNC(=O)C23CC4CC(CC(C4)C2)C3)n1Cc1ccccc1
    10 | -4 | -9 | -4 | 0 | 9 | 8 | 1
COc1cccc(NC(=S)N(CCN2CCCCC2)Cc2ccco2)c1
    13 | 6 | 7 | -5 | -9 | 15 | 6 | 31
CN(CC1CCCN(CCc2ccc(Cl)cc2)C1)C(=O)c1ccco1 (centres undefined)
    -1 | -16 | -10 | 2 | 1 | -17 | 6 | 18
O=C(CSc1ccccn1)N1CCCC(Nc2ccccc2)C1 (centres undefined)
    3 | 3 | 1 | -4 | -6 | 7 | 8 | -4
Cc1ccc(C(=O)CN(C(=O)c2ccc(Cl)c(Cl)c2)N2C(=O)C3C4C=CC(C4)C3C2=O)cc1 (centres undefined)
    4 | 9 | 2 | -3 | 9 | 13 | -4 | -5
CC(C)CNC(=O)c1cccc(NC(=O)COc2ccc([N+](=O)[O-])cc2)c1
    -9 | 2 | -12 | 1 | -2 | 9 | 0 | 6
COc1ccc(N2C(S)=C(C#N)C(=O)NC2c2ccc(OC)c(OC)c2)cc1 (centres undefined)
    4 | 10 | 5 | -3 | -11 | 12 | -2 | 2
CC(=O)Nc1ccc(S(=O)(=O)N2CCN(Cc3ccccc3[N+](=O)[O-])CC2)cc1
    -11 | 2 | -4 | -1 | -1 | 1 | 12 | 10
CC(NC(=O)Cc1ccc(-c2ccccc2)cc1)c1ccccc1 (centres undefined)
    1 | 11 | -11 | -1 | 16 | -12 | -3 | 1
NS(=O)(=O)c1cccnc1Nc1cccc(C(F)(F)F)c1
    4 | -4 | 5 | 3 | 0 | 4 | -12 | 0
CCCN(CC1CC1)c1nc(C)nc(Nc2c(Cl)cc(Cl)cc2Cl)c1Cl
    2 | 20 | -3 | -5 | 6 | 30 | 0 | 0
COc1ccccc1NC(=O)CSc1nnc(COc2ccc(Cl)cc2)n1Cc1ccco1
    4 | -1 | -18 | -7 | 3 | 20 | -5 | 2
COc1ccc(/C=N/NC(=O)CN2CCCc3ccccc32)c(OC)c1
    -15 | 11 | -12 | -2 | 9 | 12 | 5 | 3
CCN(C(=O)COC(=O)c1cc(OC)c(OC)cc1[N+](=O)[O-])C1CCS(=O)(=O)C1 (centres undefined)
    -7 | 0 | -8 | -4 | -14 | -4 | -8 | 3
O=C(/C=C\Nc1cccc(F)c1)c1ccc2c(c1)OCO2
    9 | 0 | -5 | -5 | 11 | 12 | 8 | -161
CC(C)NC(=O)CSc1nc2sccc2c(=O)n1-c1ccccc1
    1 | -9 | 5 | -3 | 5 | 14 | -1 | .
CC(=O)N1CCN(C(=S)NC(=O)c2ccc(F)cc2)CC1
    -22 | 2 | 0 | -4 | -7 | 5 | 4 | 6
O=C(Cc1ccc(Br)cc1)NCCCn1ccnc1
    0 | -2 | -5 | -3 | -1 | 6 | 0 | 3
CC1Sc2ccc(S(=O)(=O)N3CCC(C(N)=O)CC3)cc2NC1=O (centres undefined)
    -4 | -25 | -5 | 8 | -3 | -3 | 3 | -24
Cc1ccc2sc(N(CCCN(C)C)C(=O)c3ccc(S(=O)(=O)N(C)Cc4ccccc4)cc3)nc2c1C
    39 | 22 | 1 | -2 | 9 | 17 | 15 | 30
Cc1cccc(NC(=O)c2cccc(NC(=O)Cc3cccs3)c2)c1
    -8 | -5 | -14 | -2 | 3 | 11 | 7 | -33
Cc1sc2nc(C3CC3)nc(N3CCN(C(=O)c4ccccc4F)CC3)c2c1C
    7 | -3 | 54* | 0 | 7 | 14 | 3 | -19
C=CCn1c(SCc2c(F)cccc2Cl)nnc1-c1ccco1
    0 | -10 | 8 | -5 | 0 | -9 | 4 | -4
CCC(C)NC(=O)C1CC(=O)N(CCc2ccc(F)cc2)C1 (centres undefined)
    -6 | -2 | -6 | -4 | 6 | 11 | 8 | -18
CC(C)(O)C#Cc1ccc(C(=O)N2CCN(C(=O)c3ccco3)CC2)cc1
    5 | 6 | -12 | -2 | 7 | -19 | 6 | 8
NC(=O)C1CCN(CC(=O)Nc2ccccc2Sc2ccc(Cl)cc2)CC1
    14 | 9 | 4 | 1 | -8 | 4 | 1 | 10
O=C(N/N=C/c1ccc2ncccc2c1)c1ccco1
    -27 | -3 | 5 | -1 | -4 | 1 | -10 | -3
Cc1ccc(OCCn2c(CCNC(=O)C(C)C)nc3ccccc32)cc1
    -6 | -2 | -8 | -2 | 2 | 11 | 2 | 2
CC1=C(C)C(O)N(Cc2ccccc2)C1=O (centres undefined)
    -2 | -1 | 3 | -2 | 1 | 12 | 3 | 0
CCOc1ccc(C(=O)NCC(=O)OCc2c(C)noc2C)cc1OCC
    -3 | 1 | 8 | 1 | -9 | -2 | 2 | 22
CCOc1cc(C(=O)Nc2ccc(N3CCN(C(C)=O)CC3)cc2)cc(OCC)c1OCC
    -10 | -19 | -5 | 1 | 3 | 6 | -6 | 7
CCCCC(=O)O[C@]1(C(=O)CO)CC[C@H]2[C@@H]3CCC4=CC(=O)CC[C@]4(C)[C@H]3[C@@H](O)C[C@@]21C
    -4 | 2 | -12 | -3 | -2 | 10 | 3 | 30
CCN(CC)S(=O)(=O)c1cc(OCC(N)=O)c(C)cc1Cl
    7 | 8 | -4 | 1 | -12 | -2 | -3 | -7

Single values from above:
Reading for C=CCn1c(SCc2c(F)cccc2Cl)nnc1-c1ccco1 in CCR6 antagonist: -9
Reading for CCOc1cc(C(=O)Nc2ccc(N3CCN(C(C)=O)CC3)cc2)cc(OCC)c1OCC in EBI2 block: 3

7 entries picked at random from those above:
The line under a structure holds: UBC13 inh | APJ antagonist | ATG4B inhibitor | APJ ag | EBI2 block | CCR6 antagonist | CXCR6 inh | Gli-Sufu block
CCC(C)NC(=O)C1CC(=O)N(CCc2ccc(F)cc2)C1 (centres undefined)
    -6 | -2 | -6 | -4 | 6 | 11 | 8 | -18
CCOc1cc(C(=O)Nc2ccc(N3CCN(C(C)=O)CC3)cc2)cc(OCC)c1OCC
    -10 | -19 | -5 | 1 | 3 | 6 | -6 | 7
CCN(CC)S(=O)(=O)c1cc(OCC(N)=O)c(C)cc1Cl
    7 | 8 | -4 | 1 | -12 | -2 | -3 | -7
O=C(N/N=C/c1ccc2ncccc2c1)c1ccco1
    -27 | -3 | 5 | -1 | -4 | 1 | -10 | -3
Cc1cccc(NC(=O)c2cccc(NC(=O)Cc3cccs3)c2)c1
    -8 | -5 | -14 | -2 | 3 | 11 | 7 | -33
NC(=O)C1CCN(CC(=O)Nc2ccccc2Sc2ccc(Cl)cc2)CC1
    14 | 9 | 4 | 1 | -8 | 4 | 1 | 10
CCCCC(=O)O[C@]1(C(=O)CO)CC[C@H]2[C@@H]3CCC4=CC(=O)CC[C@]4(C)[C@H]3[C@@H](O)C[C@@]21C
    -4 | 2 | -12 | -3 | -2 | 10 | 3 | 30

Three entries already listed, sorted by length of the SMILES, largest number first:
The line under a structure holds: UBC13 inh | APJ antagonist | ATG4B inhibitor | APJ ag | EBI2 block | CCR6 antagonist | CXCR6 inh | Gli-Sufu block
Cc1cccc(NC(=O)c2cccc(NC(=O)Cc3cccs3)c2)c1
    -8 | -5 | -14 | -2 | 3 | 11 | 7 | -33
C=CCn1c(SCc2c(F)cccc2Cl)nnc1-c1ccco1
    0 | -10 | 8 | -5 | 0 | -9 | 4 | -4
CC1=C(C)C(O)N(Cc2ccccc2)C1=O (centres undefined)
    -2 | -1 | 3 | -2 | 1 | 12 | 3 | 0
